KCNH2 3.1 block = inhibitors of human KCNH2 3.1 potassium channel isoform | U2OS KCNH2 3.1, thallium flux FluxOr; active compounds read low | activity change, % (tested at about 1.8 µM) | 340,000 tested, 0.95% active | AID 720553;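 active = maximum activity change below -70%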;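 also: thallium influx rate constant from kinetic fluorescence after stimulation buffer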
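U2OS cells transduced with KCNH2 3.1 mutant virus (1.77 x 10^8 /mL, 4 h), plated overnight at 37 C, loaded 45 min with FluxOr dye plus Red40 quencher. Thallium flux rate constant from kinetic reads after stimulation buffer, normalised to controls.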
* marks the source's active call; other numbers are inactive results. % is scaled to controls: 0 for no effect and ±100 for the full control effect.

SMILES,KCNH2 3.1 block
Cc1cccc(CSCC(=O)N2CCN(S(=O)(=O)c3ccccc3C#N)CC2)c1,8
Cc1ccc(NC(=O)CNC(=O)c2ccc(OC(F)F)cc2)cc1S(=O)(=O)N1CCCCCC1,-16
C=C(C)c1sc(-c2ccccc2)nc1C,15
C[C@@H]1CN([C@@H](C)CO)C(=O)CCCn2cc(nn2)CO[C@H]1CN(C)S(=O)(=O)c1ccc(Oc2ccccc2)nc1,-1
c1ccc(-c2cnc(C3CCCCC3)o2)cc1,10
CCCc1nc2sc3ccccc3c(=O)c2c(=O)n1Cc1ccccc1,-26
Cc1ccc(S(=O)(=O)Nc2ccc(S(=O)(=O)N3CCOCC3)cc2)cc1,13
CC(=O)N1CCN(C(=O)CCNC(=O)c2ccc(Br)cc2)CC1,-15
CC(C)OC(=O)N(C)C[C@H]1OCc2cnnn2CCCC(=O)N([C@H](C)CO)C[C@@H]1C,25
c1ccc(Oc2ncnc3ccccc23)cc1,-29
COc1cccc2c1cc1c(=O)n(CC(=O)N3CCCC3)nc(C)n12,17
Cc1c(NC(=O)c2ccc(NS(=O)(=O)c3cccc([N+](=O)[O-])c3)cc2)c(=O)n(-c2ccccc2)n1C,-15
O=[N+]([O-])c1cccc(C=NNC(=S)NC23CC4CC(CC(C4)C2)C3)c1,-17
O=C(Nc1nc2ccc(Cl)cc2s1)C1CC1,0
CCOC(=O)C1=C(c2ccccc2)NC(=O)NC1c1cccc(OC)c1OC (configuration not stated),-3
CCC(C)(C)NC(=O)C(c1ccccc1)N(Cc1cccs1)C(=O)Cn1nnc2ccccc21 (configuration not stated),8
Cc1cccc(-n2c(-c3ccc(Br)o3)n[nH]c2=S)c1,-13
C#CCOCC1CN(C)C(=O)O1 (configuration not stated),-1
CCOC(=O)c1ccc(NC(=O)Nc2nc3ccccc3s2)cc1,-4
COc1ccc(C(=O)Nc2cccc(C(=O)Nc3cc(C)ccn3)c2)cc1,2
O=C(Nc1ccccc1Cl)Nc1ccnn1C1CCN(C(=O)C2CCOC2)CC1 (configuration not stated),6
O=C1CCN(CC2CCCCC2)C=C1C(=O)c1ccccc1,18
C[C@H]1CN([C@@H](C)CO)C(=O)CCCn2cc(nn2)CO[C@@H]1CN(C)C(=O)C1CCCCC1,1
COc1cccc(N2[C@@H](CC(=O)O)c3ccccc3S2(=O)=O)c1,5
O=C(NCc1nc2ccccc2[nH]1)C1=C[C@H](c2ccc(C(F)(F)F)cc2)C[C@H](OCCCCO)O1,-18
CCOc1ccc2ccccc2c1CNCCCN1CCOCC1,-15
COc1cc(NC(=O)CCn2c(=S)[nH]c3ccccc3c2=O)cc(OC)c1OC,10
O=C(O)c1ccc(Oc2ccc([N+](=O)[O-])cc2)c([N+](=O)[O-])c1,30
NC(=O)C1C2CCC(C2)C1C(N)=O (configuration not stated),3
CC1=C(C(=O)N2CCOCC2)CC(CC(=O)NCc2cccc3ccccc23)C(=O)N1CCC1=CCCCC1 (configuration not stated),1
CC(=O)c1ccc(OCCCC(=O)Nc2ccc(Cl)c(S(=O)(=O)N3CCOCC3)c2)cc1,1
O=C(NN=Cc1cc(=O)[nH]c(=O)[nH]1)c1ccncc1,-2
CCCCc1nc2cc(C(=O)NCCc3c(C)n[nH]c3C)ccc2o1,-3
C[C@H]1CN([C@@H](C)CO)C(=O)CCCn2cc(nn2)CO[C@@H]1CN(C)S(=O)(=O)c1ccc2c(c1)OCCCO2,1
O=c1cc(S(=O)(=O)Cc2ccccc2)[nH]c(=O)[nH]1,1
Nc1nnnn1/N=C/c1ccccc1Cl,-14
CCN1C(=O)[C@H]2[C@@H](c3ccccc3)N[C@]3(CCCN(Cc4ccccc4)C3=O)[C@H]2C1=O,-2
O=c1[nH]c2cc([N+](=O)[O-])ccc2c2cc(Br)ccc12,2
ON=C(c1ccccc1)c1ccc2c3c(cccc13)CC2,-5
COc1ccc(NC(=O)C[C@@H]2C(=O)N(c3ccc(OC)cc3)CC2(C)C)cc1,-2
OC(Cc1ccncc1)c1ccccc1Cl (configuration not stated),-7
C=C1CCN([C@@H](CC(C)C)C(=O)NCc2ccc(OC)cc2)S(=O)(=O)c2ccccc21,11
CCc1nnc(SCc2ccc([N+](=O)[O-])cc2)nc1CC,4
COc1ccc(C(C)C)cc1S(=O)(=O)Nc1cccnc1,-3
Oc1c(Br)cc(Br)cc1/C=N/c1nc2c(s1)CCCC2,4
COc1cc(N)c2ncccc2c1Cl,-28
COCC(=O)N(C)C[C@H]1Oc2cc(C#Cc3cccnc3)ccc2S(=O)(=O)N([C@H](C)CO)C[C@H]1C,4
C[C@@H]1CN([C@@H](C)CO)C(=O)c2cc(Br)cnc2O[C@H]1CN(C)Cc1ccc(-c2ccccc2)cc1,-86*
COc1ccccc1CNS(=O)(=O)CCNCc1ccco1,-46
CCCOc1ccc(C(=O)Nc2ccccc2[N+](=O)[O-])cc1,-3
O=[N+]([O-])c1ccc(NN=C(c2ccccc2)c2ccccc2)nc1,-17
O=C1CCC(c2ccc3ccccc3c2)O1 (configuration not stated),15
CC1(C)CN(c2ccccc2)C(=O)[C@H]1CC(=O)Nc1ccccc1,-2
CCOC(=O)/C(=C(/C)N)C1CC(=O)NC1=O (configuration not stated),-4
CCOC(=O)C1CC2=C(CCCC2=O)NC1=O (configuration not stated),10
CCCNC(=O)C1(CC2CC(c3ccccc3)=NO2)CCNCC1 (configuration not stated),21

(further entries)
SMILES,KCNH2 3.1 block
C[C@H]1CN([C@@H](C)CO)C(=O)c2cc(-c3cccc(F)c3)cnc2O[C@@H]1CN(C)S(C)(=O)=O,8
Cc1ccc(-c2nc3ccc(Br)cn3c2CC(C)(C)C)cc1,-29
Cc1ccc2nc(N)nnc2c1,7
Clc1ccc2c(c1)-c1ccccc1C1=NCCN12,-1
CCc1ccc(/C=C2\SC(=S)N(CCCC(=O)N3CCCC3)C2=O)cc1,-4
O=C(NCc1ccccc1)c1cccc(NC(=O)C2CC2)c1,6
O=C(COC(=O)c1ccc(F)cc1F)Nc1ccc2c(c1)OCO2,3
Cn1c(=O)[nH]c2c(c(C(=O)O)nn2C)c1=O,13
COc1ccccc1Cn1c(-c2ccco2)nc2nc3ccccc3nc21,10
Cc1onc(-c2ccccc2)c1C(=O)NCc1ccc(F)cc1,2
CCOc1ccc(C(=O)NCC(=O)NCCSc2ccc(Br)cc2)cc1OCC,-8
CCN1C[C@@H]2[C@@H]3C(=O)N(Cc4ccccc4)C(=O)[C@@H]3[C@](Cc3ccccc3)(C1=O)N2C(=O)c1ccc(C(C)(C)C)cc1,12
Cc1ccc(OCc2cc(C(=O)N(C)CCn3ccnc3C)no2)cc1C,3
COCc1ccc(CN2CCC(n3nccc3NC(=O)c3ccc4c(c3)OCO4)CC2)o1,-14
O=C(NCCc1ccccc1)[C@@H]1CC=C[C@@H]2CCN(Cc3ccccc3)C(=O)[C@@H]21,6
Cc1nc(SCC(=O)N2CCCCCC2)c2c(=O)n(C)c(=O)n(CC(C)C)c2n1,3
C[C@H](CO)N1C[C@H](C)[C@@H](CN(C)S(=O)(=O)c2ccc(Oc3ccccc3)nc2)OCc2cn(nn2)CCCC1=O,13
CCCCN(C(=O)COC(=O)c1sccc1C)c1c(N)n(CCC)c(=O)[nH]c1=O,1
COc1cc(O)cc2c1[C@@H]1Oc3c(ccc(O)c3CC=C(C)C)[C@@H]1CO2,2
O=C(Nc1ccccc1)C1=C[C@H](c2ccc(C(F)(F)F)cc2)C[C@H](OCCCCO)O1,27
CC(C=Cc1ccccc1)=NNS(=O)(=O)c1ccc([N+](=O)[O-])cc1,7
Nc1ccc2c(c1)C(=O)c1ccc(Cl)cc1-2,5
CC(=O)c1cccc(-c2ccc3c(=O)[nH]c(Nc4ccccc4)cc3c2)c1,12
O=C(COC(=O)c1ccc2c(c1)OCCO2)NCc1ccc(Cl)cc1,23
CC(=O)Nc1c(Cl)cc2c(c1Cl)Cc1cc(N)ccc1-2,6
COc1ccc(CNCCCn2cnc3c(SC)ncnc32)cc1,1
COc1ccccc1C(=O)NNC(=O)CN(C)S(=O)(=O)c1ccc(Cl)cc1,4
O=C(NCc1cccc(C(F)(F)F)c1)C1CC(c2ccccc2F)=NO1 (configuration not stated),13
Cn1cc(C(=O)Nc2ccc(Cl)c(Cl)c2)cn1,-13
CN(CC(=O)Nc1ccc(F)cc1)C(=O)COC(=O)c1cc(Br)c(Br)s1,-19
CCOC(=O)C(=CNc1ccc(N2CCCCC2)c(S(=O)(=O)Nc2ccccc2OC)c1)C(=O)OCC,15
CCCCNC(=O)C(C#N)c1nc2ccccc2nc1N1CCN(Cc2ccc3c(c2)OCO3)CC1 (configuration not stated),-17
CCCC(=O)Nc1cc(-c2nn(C)c(=O)c3ccccc23)ccc1N1CCCCC1,-4
CCN(CC)C(=O)C1=C(C)N(CCCN2CCCC2=O)C(=O)C(CC(=O)NCCc2ccccn2)C1 (configuration not stated),-21
C[C@@H]1CN([C@H](C)CO)C(=O)c2cc(C3=CCCCC3)cnc2O[C@@H]1CN(C)Cc1ccccc1C(=O)O,-8
C#CCN(Cc1ccco1)C(=O)c1cc(COc2cccc3cccnc23)on1,1
Oc1c(CN2CCOCC2)cc(CN2CCOCC2)c(O)c1CN1CCOCC1,-7
CCCC[C@@H]1C[C@H]1[C@@H](NC(=O)c1ccco1)c1ccc(C(=O)OC)cc1,11
COC(=O)c1ccccc1NN=Nc1ccccc1[N+](=O)[O-],18
O=C(NCc1ccccn1)Nc1ccc(Cl)cc1,16
C=C1C(=O)O[C@H]2[C@H]1[C@H](OC(=O)/C(C)=C\C)C[C@]1(CO1)[C@@H]1[C@H](OC(C)=O)C=C(C)[C@]21O,-9
COc1ccc2c(c1)CCC1(C)CC(=O)C=C21 (configuration not stated),3
COc1ccccc1Nc1cc(C)nc2c(C)cccc12,1
CN(C)Cc1cccc(-c2ccccc2)c1O,-1
CC(=O)C1=C(O)C(=CC=Cc2ccccc2)OC1=O,-1
COc1ccc2ccc3cccc[n+]3c2c1,1
O=C1NN=C2CCCCCCCCCCC12 (configuration not stated),-13
COc1ncnc2c1ncn2CCCNCC(c1ccccc1)c1ccccc1,15
COc1ccc(C(=O)N(C)C(C)c2nccs2)cc1OC1CCN(C(C)=O)CC1 (configuration not stated),-10
COC(C[C@@H]1O[C@@H]1C(=O)[C@H](C)OCc1ccccc1)OC,-14
COc1cccc(NC(=O)CN(C)C(=O)CC2CCCC2)c1,12
O=C(CN1CCN(CC(=O)Nc2ccc3c(c2)OC2(CCCCC2)O3)CC1)Nc1cccc(F)c1,-21
CC(C)(C)c1nc2c(s1)CCc1onc(-c3ccc(Br)cc3)c1-2,16
O=C(CSc1nnc(COc2ccc(Cl)cc2)o1)N(c1ccccc1)C1CCS(=O)(=O)C1 (configuration not stated),-15
Cc1ccccc1-c1nc(CN2CCC(C(=O)NC3CCN(Cc4ccccc4)CC3)CC2)c(C)o1,-3
O=S(=O)(Nc1c(O)ccc2ccccc12)c1ccc(F)cc1,-7

Next section:
SMILES,KCNH2 3.1 block
COC1=C(Br)C(=O)c2nc(C)ccc2C1=O,6
CCOC(=O)c1coc(C(=O)OCC)c1C(=O)OCC,-16
O=C(Oc1cncc(Cl)c1)c1sccc1Cl,-8
Cc1cc(C(=O)COC(=O)c2ccc(NC(=O)CC#N)cc2)c(C)n1CC(F)(F)F,-1
COc1ccc(S(=O)(=O)N(C)C[C@H]2Oc3ncc(C#CC4(O)CCCC4)cc3C(=O)N([C@@H](C)CO)C[C@@H]2C)cc1,0
CC(=O)Nc1cc2c(cc1Cl)-c1ccccc1C2O (configuration not stated),0
CC1(c2cccc(Br)c2)NC(=O)N(CC(=O)Nc2ccc(N3CCCCC3)cc2)C1=O (configuration not stated),-4
Brc1ccccc1-n1nnc(-c2cnc3ccccc3c2)n1,15
Cc1ccccc1CC(=O)N1CCC(CCC(=O)NC2CC2)CC1,-5
CC(C)(C)OC(=O)N(CCc1ccccc1)Cc1ccccc1OCc1cccc(NC(=O)/C=C/c2ccccc2)c1,-4
O=C(c1ccc([N+](=O)[O-])cc1)N(Cc1ccccc1)Cc1ccccc1,-11
Cc1cccc(NC(=O)CSCC(=O)Nc2cc(C(F)(F)F)ccc2N2CCOCC2)c1,-6
c1ccc(NN=C(c2ccccc2)c2cccs2)cc1,-5
CC1C(=O)N(Cc2cn(CCC3OCCCO3)nn2)CCS(=O)(=O)N1Cc1ccc(-c2cccc(CO)c2)cc1 (configuration not stated),2
C[C@H](CO)N1C[C@H](C)[C@@H](CN(C)Cc2ccc3c(c2)OCCN3C)OCc2cnnn2CCCC1=O,-7
CCc1ccc(-c2ccc(SCC(=O)NC3CCCC3)nn2)cc1,-9

Screens from PubChem BioAssay.

The list is partial (hit frequency here may not be typical).
